TNAP inh no acc – inhibitors of human TNAP without phosphate acceptor; P05186; hit rate 0.26% among 200,000; AID 1012; inhibition, % at 20 µM; purified TNAP, CDP-star luminescence, 30 min;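 active = tissue-nonspecific alkaline phosphatase inhibition above about 50% at 20 µM in the single-dose screen, limit read from the data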;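 also: 0% = DMSO negative control and 100% = EDTA positive control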
bIAP inh – intestinal alkaline phosphatase (bovine) inhibition | purified bovine IAP, CDP-star luminescence, 30 min | inhibition, % at 20 µM | 190,000 tested, under 10 active | AID 1019;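 active = over 50% inhibition of intestinal alkaline phosphatase at 20 µM in the single-dose screen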
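Assay system: bovine IAP enzyme; medium: DEA buffer 100 mM, pH 9.8, with MgCl2 1.0 mM, ZnCl2 0.02 mM; doses: 20 µM single dose; incubation: enzyme reaction for 30 min at room temperature; detection: CDP-star luminescence signal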
APP transl inh – APP translation inhibition | AID 1285 | inhibition, % at 2 µM | hit rate 0.82% among 190,000 | SH-SY5Y APP 5'UTR-luciferase reporter, luminescence;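 active = inhibition above a set limit, derived from the sample mean plus 3 SD, cut at about 45% in these data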; also: values of inactives mirror those of a sister screen read the other way
FLuc stim CS – affects firefly luciferase, flagging false hits in luciferase stimulation screens | ATPlite luciferase biochemical, luminescence, 10 min; 0 = ATP-free wells, 1 = DMSO control | activation factor at 10 µM | 200,000 tested, under 10 active | AID 1027;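 active = luciferase activation factor, scaled between plate controls, of at least 2 with compound at 10 µM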
Target sequence (P08659 whole entry, looked up): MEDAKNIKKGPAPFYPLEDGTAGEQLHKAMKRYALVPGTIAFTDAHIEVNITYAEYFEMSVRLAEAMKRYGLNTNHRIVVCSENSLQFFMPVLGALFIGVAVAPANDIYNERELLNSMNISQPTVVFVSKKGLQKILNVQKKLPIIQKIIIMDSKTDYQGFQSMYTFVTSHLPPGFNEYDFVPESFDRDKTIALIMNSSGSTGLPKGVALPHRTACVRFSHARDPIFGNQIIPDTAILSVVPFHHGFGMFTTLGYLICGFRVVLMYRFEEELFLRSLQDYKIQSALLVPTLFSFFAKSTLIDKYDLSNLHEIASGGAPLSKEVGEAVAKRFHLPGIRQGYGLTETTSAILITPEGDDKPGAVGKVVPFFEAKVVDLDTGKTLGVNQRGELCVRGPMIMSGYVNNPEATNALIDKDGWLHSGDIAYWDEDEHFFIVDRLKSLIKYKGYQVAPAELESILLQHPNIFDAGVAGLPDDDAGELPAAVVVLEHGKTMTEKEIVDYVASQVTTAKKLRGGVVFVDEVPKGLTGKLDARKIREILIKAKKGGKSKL
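System: luciferase plus luciferin reagent, cell-free; medium: PBS as buffer for the ATP substrate; dosing: test compounds dosed from 2 mM stocks in 100% DMSO; timing: 10 min post-reagent at room temperature; measured by: luminescence measurement of luciferase light output; evaluation: luciferase activation, seen as luminescence increase over controls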
bIAP act – increases bovine intestinal alkaline phosphatase activity; purified bovine IAP, CDP-star luminescence, 30 min; hits give high values; fold of DMSO-control signal, blank-subtracted; activation factor at 20 µM; hit rate 0.17% among 200,000; AID 1016;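 active = activation factor of 2 or more at 20 µM, a signal rise over negative controls twice the positive control's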
TNAP inh hi DEA – blocks human TNAP under high phosphate acceptor concentration; P05186; purified TNAP, CDP-star luminescence, 1 M DEA; inhibition, % at 20 µM; hit rate 0.03% among 200,000; AID 1135;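 active = over 50% inhibition of tissue-nonspecific alkaline phosphatase at 20 µM in the single-dose screen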;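 also: plate controls were DMSO wells for no effect and EDTA-quenched wells as full inhibition for full effect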
TNAP act hiacc – TNAP (human) activation, high acceptor | P05186 | 200,000 tested, under 10 active | activation factor at 20 µM | purified TNAP, CDP-star luminescence, 1 M DEA, 30 min; hits give high values; 0 = EDTA background, 1 = DMSO-only activity;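 active = activation factor at least 2 at 20 µM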
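Measured by: Luminescent substrate turnover signal | Test system: Human TNAP | Input: TNAP 1/800 final | Dosing: 20 µM single point | Schedule: 30 min, room temperature | Controls: EDTA wells as negative control, DMSO wells as positive control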
FLuc inhib CS – counter-screen for luciferase assay inhibitors: firefly luciferase inhibition; P08659; ATPLite firefly luciferase biochemical luminescence, 10 min; inhibition, % at 10 µM; hit rate 1.5% among 200,000;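 active = inhibition above about 50% when tested at 10 µM, limit read from the data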
RAM inhibit – inhibitors of the yeast RAM network; S. cerevisiae dse1pr::URA3 reporter, 5-FOA growth OD615, 2 d; analog-sensitive cbk1-as2 kinase mutant strain; inhibition, % at 50 µM; hit rate 1.8% among 190,000; AID 868;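 active = inhibition above a set limit, 3 SD over mean compound inhibition, cut at about 8.4% in these data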;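 also: 0% = DMSO-only wells with no growth and 100% = 10 µM 1-NA-PP1 full growth; inhibition rescues growth on 5-FOA so higher OD means more RAM inhibition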
Lmaj promast – inhibitors of Leishmania major promastigote growth; Leishmania major promastigotes, resazurin fluorescence viability; inhibition, % at 10 µM; hit rate 9% among 200,000; AID 1063; in the data active = inhibition above about 50%;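 also: promastigotes grown with compound for 44 hours at 28 °C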
* = called active by the depositor. Hits appear at their usual frequency. Share with any hit: about 13%.

SMILES	TNAP inh no acc	bIAP inh	APP transl inh	FLuc stim CS	bIAP act	TNAP inh hi DEA	TNAP act hiacc	FLuc inhib CS	RAM inhibit	Lmaj promast
CCOC(=O)C(NC(C)=O)C(=O)Nc1ccc(C)cc1C (stereo not given)	-2	2	-4	1.1	1	0	1	-8	1.5	-7
O=C(Cc1ccc(Cl)cc1)c1c[nH]c(C(=O)NCCCN2CCOCC2)c1	-14	-12	25	1	1.1	-2	1	0	-0.6	-3
Brc1ccc(Nc2nc3ccccc3n3nnnc23)cc1	0	20	-12	1.1	0.8	4	1	-6	4.1	-3
CNC(=O)COC(=O)CNC(=O)c1cc(Cl)cc([N+](=O)[O-])c1	1	-14	-10	1	1.1	2	1	-4	2.7	-11
CCOC(=O)c1sc(NC(=O)CSc2ncccn2)c(C#N)c1C	-8	0	-2	1	1	-1	1	-2	1.4	-3
Cn1c(=O)n(C)c2cc([N+](=O)[O-])c(N3CCN(C(=O)c4ccccc4)CC3)cc21	-9	22	-8	1.1	0.8	2	1	-5	-0.7	6
O=C(Cn1cnc2sc(-c3ccccc3)cc2c1=O)NCc1ccco1	-10	5	-15	0.9	0.9	0	1	12	2.0	2
Cc1cc(C)nc(N/N=C/C2=C(N3CCOCC3)C(=C/c3ccccc3)/CC2)n1	4	-6	15	1	1.1	-1	1	0	4.0	13
CC(Oc1ccc(Cl)cc1Cl)C(=O)Nc1ccc2oc(-c3ccncc3)nc2c1 (stereo not given)	-9	19	-25	1.1	0.8	-5	1	-7	2.1	19
CC1(C)C(c2cccs2)=[N+]([O-])C2(CCCCC2=O)N1O (stereo not given)	-7	-9	8	1	1.1	-7	1.1	-1	2.6	-6
COC(=O)c1cccc(NC(=O)COc2cccc([N+](=O)[O-])c2)c1	-5	7	-31	1	0.9	-4	1	4	1.3	12
CS(=O)(=O)N(CC(=O)N1CCN(c2ccccc2F)CC1)c1cccc(C(F)(F)F)c1	-13	-2	-2	1.1	1	-5	1.1	-9	1.1	-8
COc1cc(CNCCN2CCOCC2)ccc1OCc1ccccc1Cl	-11	-4	-10	1.1	1	-8	1.1	-9	-0.1	92*
N#CCSc1nc2ccccc2c(=O)n1CCCC(=O)NCC1CCCO1 (stereo not given)	1	4	-19	1	1	3	1	0	-0.7	-3
CC(C)NC(=O)C(=O)NCCN1CCN(C(=O)c2ccc(C(C)(C)C)cc2)CC1	-11	-9	-5	1.1	1.1	-3	1	-7	0.6	-2
COc1ccc(NC(=O)Nc2nnc(CC(=O)NCc3ccccc3)s2)cc1	-6	5	-5	1	1	-8	1.1	-3	4.0	-6
Cc1onc(-c2c(F)cccc2Cl)c1C(=O)NNC(=O)C1CCN(Cc2ccccc2)CC1	-25	-25	-6	1.1	1.2	-5	1	-6	1.0	0
CC(=O)c1c(C)c2c(n1CCN(C)C)CCCC2	-16	-1	-2	1	1	-3	1	-2	0.5	0
O=C1NC(c2ccc(Br)cc2)=N/C1=C/c1ccco1	14	8	-140	0.5	0.9	14	0.9	48	0.6	-1
C=CCNC(=O)C1CCN(S(=O)(=O)c2ccccc2)CC1	0	8	-8	1.1	0.9	0	1	-8	2.6	-3
O=C(CC(NC(=O)c1ccccc1Cl)c1ccccc1)NC1=NCCS1 (stereo not given)	-9	-8	-17	1.1	1.1	-3	1	-7	-0.1	2
CC(NC(=O)NC1CCCCC1)c1ccccc1 (stereo not given)	-11	13	-7	1	0.9	0	1	-4	-0.5	0
c1ccc(CCc2nn3c(C4COc5ccccc5O4)nnc3s2)cc1 (stereo not given)	-6	4	-27	1	1	2	1	2	4.9	-6
c1ccc(CN=C2NN=C(c3ccccc3)CS2)cc1	-10	-12	-19	0.6	1.1	1	1	40	4.8	3
COC(=O)c1nnn(CC(=O)NC(=O)Nc2c(C)cccc2C)c1C(=O)OC	-9	35	7	1.1	0.6	-3	1	-5	1.8	-6

The last four records of the part before open the next one:
SMILES	TNAP inh no acc	bIAP inh	APP transl inh	FLuc stim CS	bIAP act	TNAP inh hi DEA	TNAP act hiacc	FLuc inhib CS	RAM inhibit	Lmaj promast
CC(NC(=O)NC1CCCCC1)c1ccccc1 (stereo not given)	-11	13	-7	1	0.9	0	1	-4	-0.5	0
c1ccc(CCc2nn3c(C4COc5ccccc5O4)nnc3s2)cc1 (stereo not given)	-6	4	-27	1	1	2	1	2	4.9	-6
c1ccc(CN=C2NN=C(c3ccccc3)CS2)cc1	-10	-12	-19	0.6	1.1	1	1	40	4.8	3
COC(=O)c1nnn(CC(=O)NC(=O)Nc2c(C)cccc2C)c1C(=O)OC	-9	35	7	1.1	0.6	-3	1	-5	1.8	-6
O=C(CN1C(=O)CSc2ccccc21)N1CCc2ccccc21	-15	1	4	1.1	1	-7	1.1	-7	0.2	-5
CCOc1cc(S(=O)(=O)NCCN2CCOCC2)c(C)cc1C	-9	-5	1	1	1	-5	1	-1	0.7	1
Cc1ccc(C)c(-n2nnnc2SCC(=O)Nc2c(C)n(C)n(-c3ccccc3)c2=O)c1	-14	-1	3	1.1	1	-6	1.1	-8	-0.9	4
O=C(CCN1CCN(c2ccc(F)cc2)CC1)Nc1ccccc1F	-13	2	-22	1.1	1	-6	1.1	-6	2.9	6
O=C1Nc2ccc(S(=O)(=O)NCC3CCCO3)c3cccc1c23 (stereo not given)	-8	12	2	1	0.9	0	1	-4	-0.3	1
Cc1noc(C)c1C(=O)Nc1ccccn1	-4	6	0	1	0.9	0	1	1	0.7	-5
CC(=O)N1N=C(c2c(-c3ccccc3)c3cc(C)ccc3[nH]c2=O)CC1c1ccco1 (stereo not given)	-2	6	5	1	0.9	-5	1	-4	0.7	16
O=C(COC(=O)c1cccs1)c1ccc2ccccc2c1	-9	-9	-51	0.6	1.1	-2	1	37	0.1	-3
CC(C)C(=O)Nc1cccc(-c2cn3ccccc3n2)c1	-14	-4	14	0.7	1	0	1	31	0.6	21
COc1cccc(/C=N/Nc2nccnc2Cl)c1O	-184	-14	51*	0.2	1.1	7	0.9	84*	-0.1	100*
Oc1cc2ccccc2cc1-c1nnc2n1-c1ccccc1SC2	-11	-3	-26	1	1	-2	1	-2	1.0	6
CC12C(=O)N(c3cccc4cccnc34)C(=O)C1C1C=CC2C1 (stereo not given)	4	7	14	1.1	0.9	-11	1.1	-7	1.2	0
Cc1ccc(/C=N\NC(=O)COc2ccc(C)cc2[N+](=O)[O-])cc1	-11	-17	2	1	1.2	-3	1	-4	3.4	-3
c1ccc(-c2csc3ncnc(-n4cnc5ccccc54)c23)cc1	-5	3	9	1	1	0	1	-4	1.4	24
Fc1ccc(Cn2nnnc2C(c2ccc(Cl)cc2)N2CCSCC2)cc1 (stereo not given)	-7	28	-7	1.1	0.7	-7	1.1	-11	1.9	99*
CCc1ccc2c(c1)CCCN2C(=O)c1ccccc1C(=O)O	-3	7	27	1	0.9	0	1	-2	0.0	99*
CCC(=O)c1ccc(OCC(O)CN(C)C2CCCCC2)cc1 (stereo not given)	-9	0	9	1	1	2	1	-4	-0.1	92*
COc1ccc(-c2ccc(C#N)c(SCC(=O)Nc3sc4c(c3C#N)CCC4)n2)cc1	-2	7	13	1	0.9	-1	1	0	1.7	0
O=C(Cn1cnc2sc(-c3ccccc3)cc2c1=O)N1CCOCC1	-10	9	4	1	0.9	-1	1	-3	5.0	-4
Fc1ccc(NCc2nnc(SCc3nnc(-c4ccccc4)o3)n2Cc2ccccc2)cc1	-11	-6	-2	1	1.1	-1	1	1	1.4	8
O=C(Nc1ccnc(-c2ccncc2)n1)c1ccc(F)cc1	-15	-5	-3	1	1	-8	1.1	1	1.4	-12
CCOC(=O)CSc1nnc(CNC(=O)c2ccccc2OC)n1-c1ccc(OC)cc1	-7	-6	2	1	1.1	-3	1	-2	0.9	-6
O=C(CNC(=O)c1ccc(Br)cc1)NCC(=O)OCC(=O)c1ccccc1	-9	11	-3	1.1	0.9	-5	1	-9	3.3	0
Cc1cc(Cl)c(S(=O)(=O)N/N=C/c2ccc3c(c2)OCO3)c(Cl)c1	-7	6	1	0.9	0.9	-3	1	5	2.1	-6
O=S(=O)(c1cccs1)n1nnc2ccccc21	-14	4	-2	1	1	-5	1.1	-2	0.3	0
O=C(O)c1ncc(-c2ccccc2)cn1	-7	9	-6	1	0.9	-8	1.1	-4	2.1	-8
Cc1ccc(-n2c(C)cc3c2CCCC3=O)cc1	-18	13	7	1.1	0.9	-7	1.1	-10	0.3	-7

Record cards (already shown):
Entry for O=C1Nc2ccc(S(=O)(=O)NCC3CCCO3)c3cccc1c23 (stereo not given) : TNAP inh no acc: -8; bIAP inh: 12; APP transl inh: 2; FLuc stim CS: 1; bIAP act: 0.9; TNAP inh hi DEA: 0; TNAP act hiacc: 1; FLuc inhib CS: -4; RAM inhibit: -0.3; Lmaj promast: 1
Entry for Oc1cc2ccccc2cc1-c1nnc2n1-c1ccccc1SC2 : TNAP inh no acc: -11; bIAP inh: -3; APP transl inh: -26; FLuc stim CS: 1; bIAP act: 1; TNAP inh hi DEA: -2; TNAP act hiacc: 1; FLuc inhib CS: -2; RAM inhibit: 1.0; Lmaj promast: 6
Entry for c1ccc(-c2csc3ncnc(-n4cnc5ccccc54)c23)cc1 : TNAP inh no acc: -5; bIAP inh: 3; APP transl inh: 9; FLuc stim CS: 1; bIAP act: 1; TNAP inh hi DEA: 0; TNAP act hiacc: 1; FLuc inhib CS: -4; RAM inhibit: 1.4; Lmaj promast: 24

Bioassay records deposited in PubChem BioAssay by several laboratories.
